PI4K2A inh – qHTS for small molecular inhibitors of PI4K2A; actives 0.13% (n = 420,000); purified PI4K2A, ADP-Glo luminescence, 1 h; hits give low values; Phosphatidylinositol 4-kinase type 2-alpha (Homo sapiens), Q9BTU6; activity change, negative = inhibition, % at 76.9 µM; in the data active = activity change below about -50%; inconclusive = mostly about -30% to -49%;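 also: -100% = wells without enzyme as full effect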
Target sequence (Q9BTU6 whole entry, looked up): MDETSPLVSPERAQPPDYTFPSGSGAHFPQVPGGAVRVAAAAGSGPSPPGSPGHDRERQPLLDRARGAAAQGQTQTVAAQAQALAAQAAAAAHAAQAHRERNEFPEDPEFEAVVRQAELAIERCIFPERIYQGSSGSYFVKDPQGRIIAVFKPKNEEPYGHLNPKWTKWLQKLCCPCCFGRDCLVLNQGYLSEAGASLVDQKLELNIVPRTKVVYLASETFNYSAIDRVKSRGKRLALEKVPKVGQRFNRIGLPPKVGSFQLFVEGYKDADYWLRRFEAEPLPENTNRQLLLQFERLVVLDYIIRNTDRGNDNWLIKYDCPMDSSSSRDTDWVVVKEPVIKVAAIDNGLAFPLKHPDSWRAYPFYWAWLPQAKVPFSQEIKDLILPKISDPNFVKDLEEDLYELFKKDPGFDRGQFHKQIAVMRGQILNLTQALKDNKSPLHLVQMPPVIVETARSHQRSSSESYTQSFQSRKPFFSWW
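In this quantitative HTS, ADP production by PI4K2A was quantified luminescently after 1 h at ambient temperature; 100 microM adenosine served as plate-quality control.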
TrxR1 substrate – qHTS Assay for Substrates of Mammalian Selenoprotein Thioredoxin Reductase 1 (TrxR1): qHTS; Thioredoxin reductase 1, cytoplasmic (Rattus norvegicus), O89049; purified TrxR1 substrate turnover, NADPH consumption readout; Potency, µM (doses to about 114 µM), for the others: at the highest dose activity change, negative = substrate turnover; actives 0.01% (n = 390,000); also: potency is read from the fitted curve at half-maximal effect; % is scaled to controls: 0 for no effect and ±100 for the full control effect; nearly all actives have a fitted effect of over 50% in size
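Rat TrxR1, dispensed at 90 nM, was prereduced with 400 uM NADPH (final) for 5 min at ~22 deg C, then incubated with compound 15 min before 400 uM selenite. A first-read NADPH fluorescence drop versus no-compound background flagged substrates.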
TRHR enhancer – qHTS for Small Molecule Agonists and Allosteric Enhancers of Human TRH Receptor: Primary Screen for Enhancers | Thyrotropin-releasing hormone receptor (Homo sapiens), P34981 | enhancement, % at 2 µM | actives 0.66% (n = 360,000) | TRHR cells, fluo-8 calcium fluorescence, EC20 TRH enhancement | AID 493056, 2011; in the data active = enhancement above about 30%; also: 0% is about no effect
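Enhancer read-out: after compound pinning and an initial kinetic agonist-mode read, an EC20 of TRH (10 nM final) was injected and fluo-8 calcium signal (Ex 480/Em 530) followed at 1 s/cycle for 100 cycles in TRHR-expressing cells.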
D2 antagonist – HTS Assay for Allosteric Antagonists of the Human D2 Dopamine Receptor: Primary Screen for Antagonists; D(2) dopamine receptor (Homo sapiens), P14416; HEK293 TREx D2 cells, calcium flux, dopamine EC80; inhibition, % at 10 µM; actives 2% (n = 340,000); in the data active = inhibition above about 30%; also: 0% is about no effect
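Calcium flux kinetic readout in an inducible HEK293 TREx D2 line plated overnight at 30 C. After 180 s compound exposure, an EC80 dopamine challenge follows with another 180 s kinetic read to detect antagonism.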
USP1-UAF1 inh – Inhibitors of USP1/UAF1: Primary Screen; actives 0.23% (n = 390,000); Ubiquitin carboxyl-terminal hydrolase 1 (Homo sapiens), O94782; AID 743255, 2014; Potency, µM (highest dose often 57.1 µM), inactives show at the top dose activity change, negative = inhibition, actives largely listed as inhibitors; recombinant USP1/UAF1, Ub-Rhodamine cleavage fluorescence; also: potency is read from the fitted curve at half-maximal effect; % is scaled to controls: 0 for no effect and ±100 for the full control effect; nearly all actives have a fitted effect of over 60% in size; inactives centre near -12
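In this screen, compounds sit with the deubiquitinase complex (1nM) for 15 min at room temperature before Ub-Rho is added at 150nM final. Fluorescence rise is then followed for 6 reads every 60 seconds.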
rTrxR1 inhibitor – qHTS Assay for Inhibitors of Mammalian Selenoprotein Thioredoxin Reductase 1 (TrxR1): qHTS; Potency, µM (series often up to 114 µM), for inactives: at the top dose activity change, negative = inhibition, most hits filed as inhibitors; actives 1% (n = 390,000); Thioredoxin reductase 1, cytoplasmic (Rattus norvegicus), O89049; recombinant rTrxR1, NADPH fluorescence consumption, selenite substrate; also: potency is read from the fitted curve at half-maximal effect; % is scaled to controls: 0 for no effect and ±100 for the full control effect; nearly all actives have a fitted effect of over 65% in size
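Rat TrxR1 (90 nM in the dispensed reagent) was pre-reduced with 400 uM NADPH for 5 min at room temperature, then incubated with compound for 15 min. After 400 uM selenite was added, NADPH fluorescence (Ex 340/Em 450 nm) was followed for 8 min.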
TRHR agonist – qHTS for Small Molecule Agonists and Allosteric Enhancers of Human TRH Receptor: Primary Screen for Agonists | Thyrotropin-releasing hormone receptor (Homo sapiens), P34981 | TRHR cells, calcium flux fluo-8, FDSS agonist mode | activation, % at 2 µM | actives 0.18% (n = 360,000); in the data active = activation above about 30%; also: 0% is about no effect
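TRHR-expressing cells, plated overnight in medium with 10% serum, were loaded with fluo-8 calcium dye at room temperature. After a 10 s baseline, library compound was pin-added and calcium release was recorded kinetically (ex 480/em 530) as agonist response.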
D2 agonist – HTS Assay for Allosteric Agonists of the Human D2 Dopamine Receptor: Primary Screen for Agonists | D(2) dopamine receptor (Homo sapiens), P14416 | HEK293 T-REx D2 cells, calcium flux agonist mode | activation, % at 2 µM | actives 0.53% (n = 340,000) | AID 485358, 2010;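 active = activation over 3 SD above normal in the single-dose calcium agonist read, cut at about 30% in these data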; also: 0% is about no effect
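In this primary screen, compounds producing a positive calcium signal within 180 s of addition to tetracycline-induced, force-coupled HEK293 Trex D2 cells are flagged; cells are dye-loaded with a no-wash calcium kit beforehand.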
IDH1 R132H inh – qHTS for Inhibitors of mutant isocitrate dehydrogenase 1 (IDH1): qHTS; Potency, µM (top dose mostly 76.6 µM), for inactives: at the highest dose activity change, negative = inhibition, actives largely listed as inhibitors; IDH1-R132H enzyme, NADPH consumption, diaphorase/resazurin fluorescence; actives 0.093% (n = 390,000); Isocitrate dehydrogenase [NADP] cytoplasmic (Homo sapiens), O75874; also: potency is read from the fitted curve at half-maximal effect; % is scaled to controls: 0 for no effect and ±100 for the full control effect; nearly all actives have a fitted effect of over 65% in size
Target sequence (O75874 whole entry R132H, stated change not applied): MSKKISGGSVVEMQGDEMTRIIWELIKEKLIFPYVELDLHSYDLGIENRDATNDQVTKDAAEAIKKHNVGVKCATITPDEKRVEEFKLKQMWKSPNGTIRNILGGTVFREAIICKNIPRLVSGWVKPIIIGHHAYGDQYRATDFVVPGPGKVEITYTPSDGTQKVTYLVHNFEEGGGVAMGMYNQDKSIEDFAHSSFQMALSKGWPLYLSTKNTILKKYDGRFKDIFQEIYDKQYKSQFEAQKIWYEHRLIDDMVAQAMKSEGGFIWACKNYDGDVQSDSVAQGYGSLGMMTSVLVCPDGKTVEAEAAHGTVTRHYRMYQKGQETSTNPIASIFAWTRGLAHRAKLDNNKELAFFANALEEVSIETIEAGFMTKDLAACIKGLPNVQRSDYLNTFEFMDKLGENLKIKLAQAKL
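IDH1-R132H (0.5 ug/mL) preincubated 30 min with compound, then NADPH (0.016 mM) and alpha-KG (2 mM) added; 80 min at RT, pH 7.5. Remaining NADPH coupled via diaphorase/resazurin to fluorescence (540/590 nm); concentration-response curves normalized to no-enzyme control.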
* marks the source's active call; other numbers are inactive results; ? = inconclusive; · = no result given; [ ] = dose if it differs, or a comment. Unless noted, calls follow the shape of the dose curve; as a rule, active = well fitted inhibition curve with a large enough effect; inconclusive = small, poorly fitted or top-dose-only effect; inactive = no such curve, though single readings can be large or run the other way.

| cpd | canonical_smiles | PI4K2A inh | TrxR1 substrate | TRHR enhancer | D2 antagonist | USP1-UAF1 inh | rTrxR1 inhibitor | TRHR agonist | D2 agonist | IDH1 R132H inh |
| --- | --- | --- | --- | --- | --- | --- | --- | --- | --- | --- |
| 1 | CN1N=C(C(=O)N=c2sc3ccccc3n2C)CCC1=O | -0.3 | -14.4% | · | · | -0.8% | -2.3% | · | · | -3.3% |
| 2 | CC1(C)C2([N+](=O)[O-])CN3CC1([N+](=O)[O-])CN(C2)C3c1ccccc1 (configuration not stated) | 3.6 | 10.0% | -3.2 | 1.6 | -12.4% | 32.4% | 0.0 | -0.8 | 5.7% |
| 3 | CCOc1ccc(C(=O)NC(=S)Nc2ccccc2N2CCC(C)CC2)cc1[N+](=O)[O-] | 0.8 | -4.3% | 4.9 | -1.5 | -22.0% | 7.3% | 0.5 | 0.3 | 3.4% |
| 4 | COc1ccc(NC(=O)CN(C)S(=O)(=O)c2cccc3cccnc23)cc1 | 4.9 | 0.7% | 10.3 | · | -17.5% | 15.6% | -0.7 | · | -7.2% |
| 5 | Cc1nnc(SCC(=O)Nc2cccnc2Cl)s1 | -1.4 | -1.1%[57.1 µM] | 3.9 | -13.5 | -2.6% | -0.8%[57.1 µM] | 0.1 | 1.0 | -3.2% |
| 6 | CC(C)C[C@H](NC(=O)N1CCCCCC1)C(=O)O | 4.9 | 1.0% | -4.1 | -2.6 | -2.7% | 1.2% | -0.4 | 0.5 | 1.9% |
| 7 | Cc1ccc(-n2c(=S)[nH]c3sc4c(c3c2=O)CCc2ccccc2-4)cc1 | -1.8 | 2.0% | 2.0 | 10.7 | -24.0% | ? | -1.2 | -0.7 | 1.3% |
| 8 | CCOc1nc(Nc2ccc(OC)cc2)nc(N2CCOCC2)n1 | 1.5 | -2.8% | 9.3 | -7.6 | -1.2% | 14.3% | -2.6 | -1.0 | 1.3% |
| 9 | COc1ccccc1N1CCN(C(=O)C2CCN(C(=O)c3ccccc3Cl)CC2)CC1 | 2.3 | 4.5% | 15.7 | 4.4 | -16.3% | 5.0% | 0.2 | 0.7 | -0.4% |
| 10 | CC(C)Cc1ccc(C(C)C(=O)Nc2nccs2)cc1 (configuration not stated) | -4.4 | 3.9% | 4.8 | -27.3 | -1.6% | 7.0% | 8.0 | 3.6 | 2.5% |
| 11 | Oc1[nH]c2ccccc2c1N=Nc1ccc(C(F)(F)F)cn1 | 2.2 | 2.8% | 1.8 | 0.2 | -11.9% | 19.2%[57.1 µM] | 0.8 | 0.7 | -4.3% |
| 12 | CCOc1ccc(NC(=O)c2cc3cc4cc(OC)ccc4nc3s2)cc1 | -1.3 | -0.1% | 0.7 | · | ? | 18.3% | 0.8 | -1.2 | -5.6% |
| 13 | O=C(Nc1cccc(S(=O)(=O)N2CCOCC2)c1)c1cccc(S(=O)(=O)N2CCCC2)c1 | 2.3 | -0.2% | -1.4 | 5.2 | -22.8% | 17.3% | 0.4 | 0.6 | 3.1% |
| 14 | CCCCc1nnc(NC(=O)Cc2ccc(OC)c(S(=O)(=O)N3CCOCC3)c2)s1 | -3.6 | -7.2% | 13.5 | -7.4 | -0.3% | -8.0% | -0.1 | 0.3 | 3.2% |
| 15 | O=C(Nc1cccc(C(=O)N2CCCC2)c1)C1CCC1 | -1.6 | -9.2% | · | · | -6.0% | 0.5% | · | · | -0.5%[38.3 µM] |
| 16 | CC(NC(=O)Cn1nnc(-c2ccncc2)n1)c1ccccc1 (configuration not stated) | · | · | -2.6 | -9.3 | · | · | 0.6 | 0.8 | · |
| 17 | CN(Cc1c(F)cccc1Cl)S(=O)(=O)c1cccs1 | 3.8 | 5.7%[0.457 µM] | 20.9 | 21.8 | -35.6% | 17.9% | -0.6 | -0.1 | 12.6% |
| 18 | CCC(C)N1C(=O)CCC1C(=O)N1CCN(c2ccccc2F)CC1 (configuration not stated) | 4.2 | -0.4% | 0.9 | 21.5 | -1.0% | 21.0% | 0.4 | 2.3 | 15.7% |
| 19 | CC(=O)c1c(C)oc2c1cc(NS(=O)(=O)c1ccc(Cl)c(C)c1)c1ccccc12 | -5.5 | 2.7% | 1.7 | · | -0.2% | 9.0% | -0.3 | -1.5 | -14.9% |
| 20 | O=C(C[n+]1ccccc1)c1ccc(NC(=O)c2ccccc2)cc1 | -10.0 | -5.4% | 1.0 | 4.2 | -10.8% | -14.1% | 0.4 | 0.5 | 0.2% |
| 21 | CCN(c1ccccc1)S(=O)(=O)c1ccc(NC(=O)c2nc(SC)ncc2Cl)cc1 | 6.7 | -4.3% | 7.0 | · | ? | 13.7% | 1.0 | 0.3 | 9.5% |
| 22 | O=c1c2c3c(sc2nc2n1CCCCC2)CCCCC3 | · | · | 2.7 | 56.7* | · | · | 0.2 | 0.3 | · |
| 23 | COc1ccc(Cl)cc1NC(=O)CSc1nnc(COc2ccccc2)n1N | 3.0 | 1.5% | -7.0 | 53.7* | -8.1% | 9.0% | -0.7 | -0.9 | -0.6% |
| 24 | C=CCN(C(=O)CN1CCOCC1)c1nc(C)c(-c2ccccc2)s1 | -1.3 | 2.2% | 2.8 | · | -19.2% | 6.9% | -0.7 | · | 0.0% |
| 25 | C=CCN(CC=C)C(=S)Nc1ccc(OC)c(OC)c1 | -0.6 | -0.3% | -5.6 | -19.2 | 6.0% | 17.3% | 0.6 | -0.9 | 1.0% |

Overlap with the part before: 2 entries; new compounds follow.
| cpd | canonical_smiles | PI4K2A inh | TrxR1 substrate | TRHR enhancer | D2 antagonist | USP1-UAF1 inh | rTrxR1 inhibitor | TRHR agonist | D2 agonist | IDH1 R132H inh |
| --- | --- | --- | --- | --- | --- | --- | --- | --- | --- | --- |
| 24 | C=CCN(C(=O)CN1CCOCC1)c1nc(C)c(-c2ccccc2)s1 | -1.3 | 2.2% | 2.8 | · | -19.2% | 6.9% | -0.7 | · | 0.0% |
| 25 | C=CCN(CC=C)C(=S)Nc1ccc(OC)c(OC)c1 | -0.6 | -0.3% | -5.6 | -19.2 | 6.0% | 17.3% | 0.6 | -0.9 | 1.0% |
| 26 | Cc1nc2sc(C(=O)N(C)c3ccccc3)c(NC(=O)c3ccccc3Cl)c2c(C)c1C | -1.8 | 10.9%[11.4 µM] | -1.1 | · | 16.2% | 1.6% | -1.5 | · | · |
| 27 | O=C(O)CN(Cc1ccco1)S(=O)(=O)c1ccccc1 | 1.9 | -10.2% | 0.2 | 0.0 | -14.6% | -10.0% | 0.7 | 1.3 | 4.0% |
| 28 | CCNC(=O)c1nn(-c2ccccc2C)nc1CO | -0.3 | 6.0% | -2.4 | · | -9.6% | 19.9% | 1.0 | -0.1 | 9.1% |
| 29 | COCCn1c(SCC(=O)Nc2c(C)n(C)n(-c3ccccc3)c2=O)nc2ccccc2c1=O | 0.3 | 10.3% | -2.2 | -19.6 | -14.6% | 25.0% | 0.4 | -0.7 | 9.1% |
| 30 | Oc1ccc(/C=N/n2c(C3CCCCC3)n[nH]c2=S)c(O)c1 | -4.3 | 2.9% | 10.3 | -1.1 | -11.3% | -11.9% | 0.3 | 0.4 | 31.5%[activator] |
| 31 | CCN(C(=O)Cn1ncc2c(=O)oc3ccccc3c21)c1ccccc1F | 1.4 | -0.1% | -0.4 | · | -1.0% | 24.1% | -1.0 | 0.4 | 4.8% |
| 32 | COc1ccc([N+](=O)[O-])cc1N(CC(=O)N1CCCC1)S(C)(=O)=O | -5.0 | -4.8% | -0.4 | 1.4 | -2.9% | 4.7% | 1.6 | 0.7 | -17.6% |
| 33 | COc1cc(OC)cc(C(=O)NCc2n[nH]c(=S)n2-c2ccccc2)c1 | -5.9 | 7.6% | · | · | -2.4% | -18.1% | · | · | 6.8% |
| 34 | Cc1csc(NC(=O)c2c(O)c3c(n(CC(C)C)c2=O)CCCC3)n1 | -20.3 | -5.9% | -0.6 | 13.7 | -26.6% | -7.7% | -0.4 | 1.6 | 1.9% |
| 35 | Cc1cccc([C@@H]2[C@@H]3C(=O)N(Cc4ccccc4)C(=O)[C@@H]3[C@]3(CC(C)C)C(=O)N(c4cccc(Br)c4)C(=O)N23)c1 | -4.9 | -5.5%[57.1 µM] | 4.5 | -7.0 | -20.2% | -2.0%[57.1 µM] | 3.2 | 1.0 | -1.8% |
| 36 | CCCC(=O)CN1C(=O)C2(OCCO2)c2ccccc21 | 3.4 | -4.5% | -1.1 | -12.8 | -14.1% | -9.1% | 0.1 | 0.4 | 1.9% |
| 37 | Cc1ccc(/C=N/N(C)C2=NS(=O)(=O)c3ccccc32)cc1 | -5.4 | 11.0% | -0.3 | 24.6 | -6.4% | 6.1% | -1.0 | 0.5 | -12.5% |
| 38 | COCCn1c(N)c(N(Cc2ccccc2)C(=O)c2ccc(N3CCCC3=O)cc2)c(=O)[nH]c1=O | 2.7 | 1.9% | · | · | -3.1% | 7.7% | · | · | -16.4% |
| 39 | O=C(COc1ccc(F)c(Cl)c1)N1CCCCCCC1 | 3.4 | 6.5% | 6.4 | -9.9 | -18.2% | 17.6% | -0.2 | -2.8 | 3.4% |
| 40 | CCOC(=O)C1C(=O)NC(N2CCOCC2)=NC1c1ccco1 (configuration not stated) | 4.8 | 8.3%[57.1 µM] | -0.9 | 7.8 | -4.5% | 6.6%[57.1 µM] | 0.1 | 2.5 | -3.4% |

This is a random part of the collection. Share with any hit: about 3.9%.
